M. tuberculosis: growth inhibition of non-replicating M. tuberculosis (AID 488890) | 320,000 compounds, 0.39% hits | one-dose inhibition, % at 25 µM; IC50 in µM for titrated hits | Mycobacterium tuberculosis non-replicating, growth inhibition; higher % means a stronger effect; in the data active means a potency from the dose series; inconclusive means inhibition mostly from about 82% at the one dose, without a potency; inactive means the rest, 99 in 100 with inhibition below about 76%;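 further: plate controls were DMSO cells for no effect and high antibiotic wells for full effect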
influenza NS1A: H1N1 influenza NS1A inhibitors, functional cell based assay (AID 504329); NS1A functional cell-based assay, percent inhibition; higher % means a stronger effect; one-dose inhibition, % at 12.5 µM; IC50 in µM for titrated hits; 340,000 compounds, 0.3% hits; in the data active means a potency from the dose series; inconclusive means inhibition above about 27% without an active follow-up result; further: strong numbers were not always called active
H37Rv inhibition: M. tuberculosis growth inhibition, HTS (AID 449762) | M. tuberculosis H37Rv growth inhibition, 7H9 media; higher % means a stronger effect | inhibition, % at 25 µM; hits with a dose series show IC50 in µM | 330,000 compounds, 0.59% hits; in the data active means a potency from the dose series; inconclusive means inhibition above about 70% without an active follow-up result;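 further: bacterial growth assessed after seven days of incubation; strong numbers were not always called active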
PhoP GFP inhibition: Inhibition of PhoP regulon, Salmonella typhi GFP reporter cells, confirmation, 4 h (AID 1850) | inhibition, % at 50 µM; hits with a dose series show IC50 in µM | 310,000 compounds, 0.33% hits | Salmonella Typhi PhoP-promoter GFP reporter, fluorescence, 4 h; higher % means a stronger effect; in the data active means a potency from the dose series; inconclusive means inhibition mostly from about 25% at the one dose, without a potency; inactive means the rest, 99 in 100 with inhibition below about 19%;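 further: 0% = induced wells with vehicle and 100% = uninduced wells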
inhibitors of VEEV: inhibitors of VEEV TC-83 cytopathic effect, confirmation, Vero cells (AID 588727) | 350,000 compounds, 0.13% hits | one-dose inhibition, % at 20 µM; IC50 in µM for titrated hits | Vero cells, VEEV TC-83 cytopathic effect inhibition; higher % means a stronger effect; in the data active means a potency from the dose series; inconclusive means inhibition mostly from about 14% at the one dose, without a potency; inactive means the rest, 99 in 100 with inhibition below about 12%; further: strong numbers were not always called active
Active calls of the source: *. Hits appear at their usual frequency. About 1.4% of those tested had a hit in this group.

What do the screens show for `O=c1[nH]cc(-c2ccccc2)c(=O)[nH]1`?
M. tuberculosis: -5.7%; influenza NS1A: 19.9%; H37Rv inhibition: 0.8%; PhoP GFP inhibition: 2.0%; inhibitors of VEEV: inactive

How did COc1ccc(-c2nc(CN3CCN(c4ccccc4OC)CC3)c(C)o2)cc1 do in these assays?
M. tuberculosis: 28.6%; influenza NS1A: 7.1%; H37Rv inhibition: 3.9%; PhoP GFP inhibition: 5.8%; inhibitors of VEEV: 6.6%

How did COc1ccccc1/C=N/NC(=O)NC12CC3CC(CC(C3)C1)C2 do in these assays?
M. tuberculosis: 5.2%; influenza NS1A: 24.4%; H37Rv inhibition: >100µM*; PhoP GFP inhibition: -11.6%; inhibitors of VEEV: 2.5%

Results for O=C(Oc1ccc(-c2cnc3ccccc3n2)cc1)c1cc([N+](=O)[O-])ccc1Cl ?
M. tuberculosis: 56.7%; influenza NS1A: 3.2%; H37Rv inhibition: inconclusive; PhoP GFP inhibition: 1.0%; inhibitors of VEEV: 1.2%

What do the screens show for `O=C(NC(=S)N1CCCC1)c1ccc(Cl)cc1`?
M. tuberculosis: -0.8%; influenza NS1A: -10.3%; H37Rv inhibition: 70.2%; PhoP GFP inhibition: -4.3%; inhibitors of VEEV: 1.1%

What do the screens show for `Cc1cc(SCC(=O)Nc2cccc(S(=O)(=O)NC3=NCCCCC3)c2)nc2ccccc12`?
M. tuberculosis: 1.4%; influenza NS1A: 13.8%; H37Rv inhibition: 4.5%; PhoP GFP inhibition: 7.6%; inhibitors of VEEV: 5.4%

What do the screens show for `Cc1ccc(Nc2c(-c3ccco3)nc3ccccn23)cc1`?
influenza NS1A: -6.5%; H37Rv inhibition: 0.8%; PhoP GFP inhibition: -4.3%; inhibitors of VEEV: inactive

How did O=C(COc1ccccc1)N1CCN(CCN2C(=O)c3cccc4cccc(c34)C2=O)CC1 do in these assays?
M. tuberculosis: -1.0%; influenza NS1A: -3.2%; H37Rv inhibition: inconclusive; PhoP GFP inhibition: 3.8%; inhibitors of VEEV: 0.9%

What do the screens show for `COC(=O)c1cccnc1NC(=S)NNC(=O)c1ccncc1`?
M. tuberculosis: -8.3%; influenza NS1A: 6.2%; H37Rv inhibition: -7.0%; PhoP GFP inhibition: -3.0%; inhibitors of VEEV: 1.6%

How did CCN(CCO)C(=O)c1ccc2nc(Cc3cccc(Cl)c3)oc2c1 do in these assays?
M. tuberculosis: 4.9%; influenza NS1A: 0.6%; H37Rv inhibition: 8.3%; PhoP GFP inhibition: 1.3%; inhibitors of VEEV: 0.5%

How did CCN(C(=O)Cc1ccccc1OC)c1nnc(-c2ccncc2)s1 do in these assays?
M. tuberculosis: 9.2%; influenza NS1A: -1.9%; H37Rv inhibition: -3.0%; PhoP GFP inhibition: -5.6%; inhibitors of VEEV: 0.4%

Results for Cc1ccc(-n2c(C)cc(/C=C3/C(=O)NC(=O)N(Cc4ccco4)C3=O)c2C)cc1 ?
M. tuberculosis: -3.5%; influenza NS1A: -11.8%; H37Rv inhibition: -3.5%; PhoP GFP inhibition: -0.7%; inhibitors of VEEV: inactive

Results for O=C(NCc1ccc(F)cc1)C1CCC(CNS(=O)(=O)c2cccs2)CC1 (stereo not given) ?
M. tuberculosis: -2.2%; influenza NS1A: -12.7%; H37Rv inhibition: -0.8%; PhoP GFP inhibition: -9.8%; inhibitors of VEEV: inactive

How did O=C(NC(NC(=O)c1c(F)cccc1F)c1ccc([N+](=O)[O-])cc1)c1c(F)cccc1F do in these assays?
M. tuberculosis: -5.6%; influenza NS1A: -13.6%; H37Rv inhibition: 3.8%; PhoP GFP inhibition: 2.1%; inhibitors of VEEV: 0.9%

How did CCOC1(C)OCC(=O)[C@]2(CCC3C4CCC5=CC(=O)C=CC5(C)C4C(=O)CC32C)O1 (stereo not given in full) do in these assays?
M. tuberculosis: 5.1%; influenza NS1A: -5.7%; H37Rv inhibition: -5.6%; PhoP GFP inhibition: -10.1%; inhibitors of VEEV: inactive

Results for CCC(C)N1C(=O)N(c2cccc(Cl)c2)C(C)(O)CC1(C)C (stereo not given) ?
M. tuberculosis: -1.4%; influenza NS1A: 3.0%; H37Rv inhibition: 0.6%; PhoP GFP inhibition: 2.2%; inhibitors of VEEV: inactive

What do the screens show for `CCC1(CC)C(=O)Nc2ccccc21`?
M. tuberculosis: -2.8%; influenza NS1A: -5.1%; H37Rv inhibition: 6.2%; PhoP GFP inhibition: 16.5%; inhibitors of VEEV: 0.2%

What do the screens show for `CCN(CC)S(=O)(=O)c1ccc(NC(=O)c2ccc(CN3CCOCC3)cc2)cc1`?
M. tuberculosis: -0.2%; influenza NS1A: 4.9%; H37Rv inhibition: -2.1%; PhoP GFP inhibition: 9.5%; inhibitors of VEEV: inactive

How did Cc1occc1C(=O)Nc1cccc(S(=O)(=O)N2CCOCC2)c1 do in these assays?
M. tuberculosis: 6.4%; influenza NS1A: 0.1%; H37Rv inhibition: -5.8%; inhibitors of VEEV: 1.2%

Results for O=C(COC(=O)CNC(=O)c1ccccc1F)NCC(F)(F)F ?
M. tuberculosis: -1.4%; influenza NS1A: -11.7%; H37Rv inhibition: -2.0%; PhoP GFP inhibition: -1.9%; inhibitors of VEEV: 1.5%

How did c1ccc2sc(NC3=NCCN3)nc2c1 do in these assays?
M. tuberculosis: 11.8%; influenza NS1A: 3.9%; H37Rv inhibition: 4.2%; PhoP GFP inhibition: 6.4%; inhibitors of VEEV: 0.3%

How did O=C(Nc1sc2c(c1C(=O)O)CCCC2)c1ccc(F)cc1 do in these assays?
M. tuberculosis: inactive; influenza NS1A: 0.5%; H37Rv inhibition: 7.2%; PhoP GFP inhibition: 7.6%; inhibitors of VEEV: 0.2%

How did Cc1ccc(OCC(=O)Nc2ccc3c(c2)OCO3)cc1C do in these assays?
M. tuberculosis: inconclusive; influenza NS1A: 7.9%; H37Rv inhibition: 58.5%; PhoP GFP inhibition: -4.0%; inhibitors of VEEV: inactive

How did O=C(Cn1cc2c(n1)CCCC2)N1CCCC1 do in these assays?
M. tuberculosis: 4.8%; influenza NS1A: 4.2%; H37Rv inhibition: -3.3%; PhoP GFP inhibition: -2.0%; inhibitors of VEEV: 0.5%

Results for CC(NC(=O)c1ccc(Cl)s1)C1CCCO1 (stereo not given) ?
M. tuberculosis: 74.2%; influenza NS1A: 3.5%; H37Rv inhibition: 2.4%; PhoP GFP inhibition: 0.9%; inhibitors of VEEV: 2.8%

How did O=C(O)c1ccc(N=NN2CCCC2)cc1 do in these assays?
M. tuberculosis: 12.1%; influenza NS1A: 7.9%; H37Rv inhibition: -3.0%; PhoP GFP inhibition: -5.3%; inhibitors of VEEV: 1.0%

What do the screens show for `O=C(O)c1cc(N/N=C/c2ccc(N3CCOCC3)cc2)ccc1Cl`?
M. tuberculosis: 7.3%; influenza NS1A: -22.1%; H37Rv inhibition: -4.2%; PhoP GFP inhibition: -4.0%; inhibitors of VEEV: inactive

What do the screens show for `CCOc1ccc(-c2[nH]ncc2Oc2cccc(OC)c2)c(O)c1`?
M. tuberculosis: -2.5%; influenza NS1A: 10.8%; H37Rv inhibition: 5.5%; PhoP GFP inhibition: -2.8%; inhibitors of VEEV: 4.3%

What do the screens show for `COc1nc(-c2ccccc2)nc(-c2ccccc2)c1C`?
M. tuberculosis: -14.2%; H37Rv inhibition: -12.5%; PhoP GFP inhibition: -5.8%; inhibitors of VEEV: 0.4%

What do the screens show for `Cc1c(NS(=O)(=O)c2ccc(C(=O)N(C)Cc3cccc(Cl)c3Cl)cc2)c(=O)n(-c2ccccc2)n1C`?
influenza NS1A: -0.2%; inhibitors of VEEV: 4.0%

Among those listed so far, 3 have a thiophene ring, fused or not:
Results for O=C(NCc1ccc(F)cc1)C1CCC(CNS(=O)(=O)c2cccs2)CC1 (stereo not given) ?
M. tuberculosis: -2.2%; influenza NS1A: -12.7%; H37Rv inhibition: -0.8%; PhoP GFP inhibition: -9.8%; inhibitors of VEEV: inactive

How did O=C(Nc1sc2c(c1C(=O)O)CCCC2)c1ccc(F)cc1 do in these assays?
M. tuberculosis: inactive; influenza NS1A: 0.5%; H37Rv inhibition: 7.2%; PhoP GFP inhibition: 7.6%; inhibitors of VEEV: 0.2%

Results for CC(NC(=O)c1ccc(Cl)s1)C1CCCO1 (stereo not given) ?
M. tuberculosis: 74.2%; influenza NS1A: 3.5%; H37Rv inhibition: 2.4%; PhoP GFP inhibition: 0.9%; inhibitors of VEEV: 2.8%

Next part.
What do the screens show for `COC(=O)c1ccc(S(=O)(=O)N2CCCC2)o1`?
M. tuberculosis: -2.3%; influenza NS1A: -16.6%; H37Rv inhibition: 6.6%; PhoP GFP inhibition: -4.6%; inhibitors of VEEV: inactive

Results for CCOC(=O)C1(CC2CC2)CCN(C(=O)c2ocnc2C)CC1 ?
M. tuberculosis: -0.5%; influenza NS1A: 2.8%; H37Rv inhibition: 2.7%; PhoP GFP inhibition: -8.4%; inhibitors of VEEV: 0.5%

How did CC1(C)C(=O)Nc2ccccc2N1C(=O)COC(=O)c1cc(S(C)(=O)=O)ccc1Cl do in these assays?
influenza NS1A: -9.7%; inhibitors of VEEV: 0.5%

Results for Cc1ccc(S(=O)(=O)N(CCC(=O)NCc2ccc(S(N)(=O)=O)cc2)c2ccccc2)cc1 ?
influenza NS1A: -6.8%; inhibitors of VEEV: 3.2%

How did COc1ccc(C(=O)CC(=O)C(=O)Nc2cc(OC)c(OC)c(OC)c2)cc1 do in these assays?
M. tuberculosis: -4.3%; influenza NS1A: -9.8%; H37Rv inhibition: 1.5%; PhoP GFP inhibition: -10.8%; inhibitors of VEEV: 1.0%

How did COc1cccc(/C=C2\SC(=S)N(CCC(=O)N3CCCCC3)C2=O)c1 do in these assays?
M. tuberculosis: 9.08µM*; influenza NS1A: -7.7%; H37Rv inhibition: inconclusive; PhoP GFP inhibition: -7.5%; inhibitors of VEEV: 9.7%

Results for COc1ccc(CNC(=O)C2CCN(S(C)(=O)=O)CC2)c(OC)c1 ?
M. tuberculosis: 4.9%; influenza NS1A: 5.7%; H37Rv inhibition: 0.7%; PhoP GFP inhibition: -6.2%; inhibitors of VEEV: 1.5%

What do the screens show for `COc1ccc2nc(SC(C)C(=O)NC3CCCCC3)[nH]c2c1` (stereo not given)?
influenza NS1A: -7.5%; inhibitors of VEEV: 1.1%

Results for O=C1C=C(c2ccc3c(c2)oc2ccccc23)C[C@@H](c2ccc3c(c2)OCO3)C1 ?
M. tuberculosis: 19.2%; influenza NS1A: -8.0%; H37Rv inhibition: 36.8%; inhibitors of VEEV: 0.5%

Results for Cc1nc(SCC(=O)Nc2ccc3c(c2)OCO3)c(C#N)c2c1CCCC2 ?
M. tuberculosis: -9.8%; influenza NS1A: -5.8%; H37Rv inhibition: 0.9%; PhoP GFP inhibition: -2.1%; inhibitors of VEEV: 1.4%

Results for Cc1c(Cl)cccc1NC(=S)/C(=C(\[O-])c1ccc(Cl)s1)[n+]1ccccc1 ?
M. tuberculosis: 32.1%; influenza NS1A: 16.2%; H37Rv inhibition: 1.4%; PhoP GFP inhibition: 0.0%; inhibitors of VEEV: 6.8%

How did O=C(NC(=S)N1CCCCCC1)c1cccc([N+](=O)[O-])c1 do in these assays?
M. tuberculosis: 56.1%; influenza NS1A: -17.1%; H37Rv inhibition: 69.1%; inhibitors of VEEV: 4.3%

Results for O=C(CSc1nnc(-c2ccccc2)c(-c2ccccc2)n1)Nc1ccc(Br)cn1 ?
M. tuberculosis: -0.6%; influenza NS1A: 0.8%; H37Rv inhibition: 3.4%; PhoP GFP inhibition: -10.7%; inhibitors of VEEV: 1.9%

Results for O=C(COc1ncnc2c(Cl)cc(Cl)cc12)NCCC1=CCCCC1 ?
M. tuberculosis: -9.1%; influenza NS1A: -17.5%; H37Rv inhibition: -9.7%; PhoP GFP inhibition: -20.7%; inhibitors of VEEV: inactive

Results for OCCN(CC#CCC(O)(c1ccccc1)C1CCCC1)CCO (stereo not given) ?
M. tuberculosis: 8.9%; influenza NS1A: -26.2%; H37Rv inhibition: -3.5%; PhoP GFP inhibition: 1.4%; inhibitors of VEEV: 1.7%

No new results follow: 2 of the compounds above.
Results for O=C(COc1ncnc2c(Cl)cc(Cl)cc12)NCCC1=CCCCC1 ?
M. tuberculosis: -9.1%; influenza NS1A: -17.5%; H37Rv inhibition: -9.7%; PhoP GFP inhibition: -20.7%; inhibitors of VEEV: inactive

Results for OCCN(CC#CCC(O)(c1ccccc1)C1CCCC1)CCO (stereo not given) ?
M. tuberculosis: 8.9%; influenza NS1A: -26.2%; H37Rv inhibition: -3.5%; PhoP GFP inhibition: 1.4%; inhibitors of VEEV: 1.7%
